VP16 counter = Gal4-VP16 reporter inhibition counter-screen. Drosophila S2 Gal4-VP16 UAS-luciferase, luminescence, 20 h. 310,000 tested, 3.5% active. Potency, µM (top dose mostly 53.6 µM), inactives show at the top dose activity, negative = inhibition, hits mostly inhibitors;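 note: Gal4-VP16 expression switched on by copper sulfate through the metallothionein promoter; potency is the fitted concentration of half-maximal effect; % is set by controls: 0 for no effect and ±100 for the full control effect; nearly all actives have a fitted effect of over 50% in size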
TRPV1 agonist = activates the human vanilloid receptor TRPV1 | Q8NER1 | TRPV1-expressing cells, Fluo-8 calcium influx, agonist mode | activation, % at 8.33 µM | 320,000 tested, 0.19% active; in the data active = activation above about 80%; inconclusive = between about 30% and that limit; note: 0% is about no effect
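Cells expressing TRPV1 were dye-loaded with Fluo-8 and read kinetically: 10 s baseline, 3 min after compound (agonist portion), then 2 min after EC20 capsaicin (allosteric enhancer portion). Calcium-bound dye fluorescence at 480/520 nm.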
FLuc modulator = firefly luciferase modulation, counter-screen for miR-21 project | 360,000 tested, 6.9% active | Potency, µM (highest dose often 57.5 µM), without a hit: at the highest dose activity change, negative = inhibition, usual class: inhibitors | purified FLuc, Km substrates, luminescence inhibition | P08659;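 note: potency is the fitted concentration of half-maximal effect; plate controls were vehicle for no effect and reference inhibitor for full effect; nearly all actives have a fitted effect of over 55% in size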
Target sequence (P08659 whole entry, looked up): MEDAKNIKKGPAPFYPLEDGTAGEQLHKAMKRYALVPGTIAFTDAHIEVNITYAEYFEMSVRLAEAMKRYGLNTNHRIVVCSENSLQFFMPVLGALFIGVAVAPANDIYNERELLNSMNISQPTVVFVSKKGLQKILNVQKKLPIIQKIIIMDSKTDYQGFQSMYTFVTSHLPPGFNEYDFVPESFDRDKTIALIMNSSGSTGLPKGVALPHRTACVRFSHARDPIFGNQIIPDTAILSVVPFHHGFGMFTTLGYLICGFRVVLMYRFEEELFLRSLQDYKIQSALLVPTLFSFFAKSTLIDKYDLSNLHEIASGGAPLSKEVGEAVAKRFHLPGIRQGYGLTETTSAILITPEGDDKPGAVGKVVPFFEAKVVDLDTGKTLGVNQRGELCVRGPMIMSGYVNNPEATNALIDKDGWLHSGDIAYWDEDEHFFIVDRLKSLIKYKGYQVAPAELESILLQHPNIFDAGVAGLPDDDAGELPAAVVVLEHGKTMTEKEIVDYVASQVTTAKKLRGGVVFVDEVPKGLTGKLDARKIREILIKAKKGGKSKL
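Purified P. pyralis luciferase, 10 nM final, with Km-level 10 uM D-luciferin and 10 uM ATP in 50 mM Tris acetate pH 7.5, 10 mM Mg acetate, 0.01% Tween-20, 0.05% BSA; 6-point qHTS titration about 60 µM downward; luminescence read.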
NPC1 prom act = activators of NPC1 promoter | Huh7 NPC1 promoter luciferase reporter, 24 h | Potency, µM (doses to about 9.22 µM), for the others: at the highest dose activation, most hits filed as activators | 320,000 tested, 2.4% active | AID 485313;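 note: potency is the fitted concentration of half-maximal effect; % of control where 0% means no effect; nearly all actives have a fitted effect of over 60% in size; reporter is driven by a mutant NPC1 promoter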
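NPC1 promoter–luciferase Huh7 cells; 24 h compound; luminescence.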
Rab9 prom act = activators of Rab9 promoter | Huh7 Rab9 promoter-luciferase reporter, luminescence, 24 h | Potency, µM (top dose mostly 9.22 µM), for the others: at the top dose activation, negative = inhibition, usual class: activators | 320,000 tested, 2.8% active | AID 485297; note: potency is the fitted concentration of half-maximal effect; % of control where 0% means no effect; nearly all actives have a fitted effect of over 60% in size
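Cell-based reporter: Huh7 stable for Rab9 promoter-driven luciferase, plated in reduced-serum medium with 10% FBS at 1500 cells/well, compound-treated 24 h at 37 °C, luminescence read after 10 min reagent.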
RORgamma inh = ROR gamma (mouse) transcription inhibition | P51450 | Drosophila S2 Gal4-RORgamma UAS-luciferase reporter, 20 h | Potency, µM (series often up to 53.6 µM), without a hit: at the highest dose activity change, negative = inhibition, most hits filed as inhibitors | 310,000 tested, 5.4% active; note: potency is the fitted concentration of half-maximal effect; % is set by controls: 0 for no effect and ±100 for the full control effect; nearly all actives have a fitted effect of over 60% in size
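Drosophila Schneider cells stably carrying a metallothionein-driven Gal4 DBD–ROR gamma fusion and a UAS-Photinus luciferase reporter were exposed to compound for 1 hr, then induced with copper sulfate (700 uM final) for 20 hr at ambient temperature before luminescence reading.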
p53 reactivator = restores transcriptional activity of mutant p53. H1299 p53-A138V BP100-luciferase reporter, luminescence, 24 h. 320,000 tested, 0.063% active. Potency, µM (highest dose often 92.2 µM), inactives show at the highest dose activity change, positive = activation, usual class: activators; note: potency is the fitted concentration of half-maximal effect; % of control where 0% means no effect; nearly all actives have a fitted effect of over 45% in size
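H1299 (p53-null), stable ts p53-A138V + BP100-Luc; 1000 cells/well, Opti-MEM/10% FBS; cpd 4 pt, 1:5; 24 h, 37 deg C, 5% CO2; detection reagent 10 min RT; luminescence.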
ELG1 repair inh = inhibitors of ELG1-dependent DNA repair in HEK293T cells; HEK293T ELG1-luciferase reporter, luminescence, 16 h; DNA damage induced by 5-fluorouridine; Potency, µM (top dose mostly 46.1 µM), for the others: at the top dose activity change, negative = inhibition, usual class: inhibitors; 330,000 tested, 2.3% active; note: potency is the fitted concentration of half-maximal effect; % is set by controls: 0 for no effect and ±100 for the full control effect; nearly all actives have a fitted effect of over 55% in size
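Luminescence from the luciferase reporter, measured 30 min after ONE-Glo reagent at room temperature, was the read-out. Beforehand, 2,000 cells per well were exposed for 16 hr at 37 °C to 5-fluorouridine together with compound or vehicle.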
Tb PFK inh = inhibitors of T. brucei phosphofructokinase; O15648; T. brucei PFK, ADP-Glo luminescence; Potency, µM (top dose mostly 57.5 µM), inactives show at the highest dose activity, negative = inhibition, usual class: inhibitors; 330,000 tested, 0.17% active;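 note: potency is the fitted concentration of half-maximal effect; 0% = uninhibited 1x PFK enzyme wells and -100% = no-enzyme wells; nearly all actives have a fitted effect of over 60% in size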
Target sequence (O15648 whole entry, looked up): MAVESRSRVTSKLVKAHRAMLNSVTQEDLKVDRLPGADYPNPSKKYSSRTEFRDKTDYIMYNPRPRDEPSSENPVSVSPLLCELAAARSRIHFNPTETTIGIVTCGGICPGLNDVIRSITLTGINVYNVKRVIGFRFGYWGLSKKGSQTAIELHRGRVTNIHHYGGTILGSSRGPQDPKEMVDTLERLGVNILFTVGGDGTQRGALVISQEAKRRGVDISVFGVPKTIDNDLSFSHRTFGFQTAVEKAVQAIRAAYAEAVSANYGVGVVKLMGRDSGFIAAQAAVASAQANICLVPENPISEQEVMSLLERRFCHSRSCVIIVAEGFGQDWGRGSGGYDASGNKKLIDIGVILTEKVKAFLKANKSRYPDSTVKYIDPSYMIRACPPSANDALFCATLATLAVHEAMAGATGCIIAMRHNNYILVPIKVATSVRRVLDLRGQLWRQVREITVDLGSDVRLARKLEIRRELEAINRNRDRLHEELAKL
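ADP-Glo luminescence quantified ADP after 45 min at room temperature, with 1.25 nM T. brucei PFK, 0.1 mM ATP and 0.5 mM fructose-6-phosphate in pH 8.0 TEA buffer. qHTS titrations up to 57 µM; curves classified by quality.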
ELG1 genotoxic = genotoxicity induction in ELG1-luciferase HEK293T cells | HEK293T ELG1-luciferase reporter, luminescence, 16 h | Potency, µM (doses to about 46 µM), for the others: at the top dose activity change, positive = activation, actives largely listed as activators | 330,000 tested, 1.3% active; note: potency is the fitted concentration of half-maximal effect; % of control where 0% means no effect; nearly all actives have a fitted effect of over 60% in size
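After overnight (16 hr) compound treatment at 37 °C, ELG1-luciferase HEK293T cells were lysed with ONE-Glo; luminescence quantified 30 min later at room temperature.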
BRCA1 expr act = activators of BRCA1 expression | 380,000 tested, 1.1% active | AID 624202 | MCF7-BRCA1-FFLuc reporter, luminescence, 48 h; response scale: scaled: vehicle 0%, 10 µM genistein 100% | Potency, µM (titrated, usually from 46.1 µM), for the others: at the top dose activation, actives largely listed as activators; note: potency is the fitted concentration of half-maximal effect; nearly all actives have a fitted effect of over 80% in size; some results filed as inactive show a strong effect at the top dose
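MCF7 cells carrying a BRCA1-firefly luciferase reporter (2000 cells/well, phenol-red free MEM) were attached for 2 h at 37 °C, then given compounds for 48 h. Luminescence was read 15 min after luciferase reagent; activity normalized to genistein (10 microM) and DMSO.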
* = called active by the depositor; ? = inconclusive; . = no result given; & = joins results of further samples; [ ] = remark or other dose. Unless noted, calls come from the whole dose curve; as a rule, active = well fitted curve in the direction sought with a large enough effect; inconclusive = small, poorly fitted or top-dose-only effect, or another doubt; inactive = no such curve, though single readings can be large; an effect the other way counts as inactive or inconclusive.

SMILES	VP16 counter	TRPV1 agonist	FLuc modulator	NPC1 prom act	Rab9 prom act	RORgamma inh	p53 reactivator	ELG1 repair inh	Tb PFK inh	ELG1 genotoxic	BRCA1 expr act
COc1ccc(C2/C=C\CN(S(=O)(=O)c3ccc(C)cc3)CC(=O)N2Cc2ccc(F)cc2)cc1 (centres undefined)	3%&1%	22	1%	-3%	-14%	4%&11%	2%	1%	0%	-4%	-8%
Cc1ccc(C2c3[nH]c4ccccc4c3C[C@H]3C(=O)N(c4ccccc4C(=O)NCCN4CCOCC4)C(=O)N23)cc1 (some centres undefined)	-21%	2	1%	1%	-5%	6%	10%	?	0%	-8%	-30%
O=c1[nH]c(COc2ccccc2)nc2ccccc12	17%	4	?	30%	?	24%	?	?	-2%	?	50%
COC(=O)c1ccc(COc2ccc3c(C)c(C)c(=O)oc3c2)o1	-10%	10	-7%	27%	?	19%	?	0%	-6%	14%	10%
Cc1nn(-c2ccc(F)cc2)c2sc(C(=O)OCC(=O)N3CCC(C)CC3)cc12	-5%	0	-4%	-1%	-1%	-28%	7%	-24%	-11%	-1%	2%
COc1ccc(-c2noc(CCC(=O)N3CCN(c4ccccc4Br)CC3)n2)cc1	.	.	.	.	.	.	13%	3%	1%	-1%	12%
O=C(NCC1(O)CCCCC1)C1CCC(=O)N(CCc2ccccc2)C1 (centres undefined)	-1%	4	0%	-4%	-7%	-21%	16%	8%	-16%	0%	2%
Cc1cccc(NC2=Nc3ccccc3N3C2=Nc2c(c(C)nn2-c2ccccc2)C3c2ccc(O)c(O)c2)c1 (centres undefined)	-21%	4	3%	-13%	0%	-11%	-2%	1%	1%	-7%	-67%
CCC1(C)Cc2c(sc3c2c(=O)n(C)c2nnc(SCCc4ccccc4)n32)CO1 (centres undefined)	-1%	4	3%	0%	0%	0%	6%	-3%	4%	-3%	5%
Cc1cccc(C)c1NC(=O)c1ccc(OCc2c(C)noc2C)cc1	.	.	.	.	.	.	-11%	?	-1%	14%	-3%
O=C(CCNC(=O)c1ccccc1Cl)Nc1nc2ccccc2s1	8%	0	?	?	?	33%	4%	?	-2%	?	11µM*
CSCCC(NS(=O)(=O)c1ccc2c(c1)OCCO2)C(=O)N(C)Cc1ccc(C)cc1 (centres undefined)	-12%	14	6%	2%	-1%	29%	-15%	-22%	0%	-18%	-38%
CCN(CC)C(=O)Cn1cnc2ccccc2c1=O	-8%	2	2%	-5%	12%	17%	4%	12%	-2%	1%	9%
COc1ccc(NS(=O)(=O)c2ccc(O)c(C(=O)OCC(=O)N3CCCCC3)c2)cc1	.	2	0%	0%	3%	.	6%	17%	-1%	0%	-2%
Cc1cc(C(=O)NC(C)C2CCCO2)no1 (centres undefined)	7%	0	1%	-6%	-4%	-10%	8%	11%	-1%	1%	0%
O=C(CCN1C(=O)C2C3C=CC(C3)C2C1=O)Nc1c(F)cc(F)cc1Br (centres undefined)	10%	-1	-1%	-2%	-5%	1%	-3%	3%	0%	-3%	-2%
CCN(CC)C(=O)c1ccccc1NC(=O)c1ccccc1	3%	-3	0%	-4%	0%	31%	1%	-2%	-2%	-1%	-19%
O=C(CSc1cccc[n+]1[O-])c1ccc(Cl)cc1	4%	2	-6%	-3%	10%	-8%	6%	11%	-3%	3%	51%
COc1c(C)cccc1C(=O)Nc1cc(Cl)ccc1N1CCOCC1	-20%	23	0%	0%	2%	1%	0%	?	-4%	4%	-47%
Cc1cccc(NC(=O)c2cccc(C(F)(F)F)c2)c1	?	27	?	15%	?	21%	14%	?	0%	27%	1%
CCOC(=O)c1cc(-c2ccccc2)n(CC(=O)Nc2cccc(OC)c2)c1C	-26%	0	4%	-2%	-9%	-22%	-3%	6%	0%	1%	-6%
O=C(CSc1ncc(-c2ccc(F)cc2)[nH]1)Nc1cccc(O)c1	-5%	3	19µM*	1%	3%	12%	-2%	-13%	-2%	-6%	-10%
Cc1ccccc1-c1nc(-c2ccc(NC(=O)c3ccc(Br)o3)cc2)no1	-13%	17	?	?	?	?	?	?	-3%	?	3%
COc1ccc2oc(-c3ccc(C)c(NC(=O)c4ccc(N5CCOCC5)c([N+](=O)[O-])c4)c3)nc2c1	-30%	-3	6µM*	16%	4%	?	?	?	-6%[0.46 µM]	?	3%
O=S(=O)(c1ccc(-c2nnc(SCc3nnc(-c4ccccc4)o3)o2)cc1)N1CCCC1	-5%	2	1%	2%	-5%	-14%	-4%	-1%	-1%	2%	-56%

Single records, as listed above. Order of values: VP16 counter, TRPV1 agonist, FLuc modulator, NPC1 prom act, Rab9 prom act, RORgamma inh, p53 reactivator, ELG1 repair inh, Tb PFK inh, ELG1 genotoxic, BRCA1 expr act
Record of CCN(CC)C(=O)Cn1cnc2ccccc2c1=O : -8%, 2, 2%, -5%, 12%, 17%, 4%, 12%, -2%, 1%, 9%
Record of CCOC(=O)c1cc(-c2ccccc2)n(CC(=O)Nc2cccc(OC)c2)c1C : -26%, 0, 4%, -2%, -9%, -22%, -3%, 6%, 0%, 1%, -6%

(list continues)
SMILES	VP16 counter	TRPV1 agonist	FLuc modulator	NPC1 prom act	Rab9 prom act	RORgamma inh	p53 reactivator	ELG1 repair inh	Tb PFK inh	ELG1 genotoxic	BRCA1 expr act
Cc1ccc(N2CC(C(=O)N/N=C/c3cccc([N+](=O)[O-])c3)CC2=O)cc1 (centres undefined)	1%	2	1%	-3%	-2%	5%	7%	11%	-3%	0%	-25%
O=C(O)C(Cc1ccc(O)cc1)N1C(=O)C2CCCCC2C1=O (centres undefined)	-3%	0	-2%	-3%	0%	18%	0%	2%	-1%	0%	12%
CCCc1cc(=O)[nH]c(SCC(=O)N2CCN(S(=O)(=O)c3ccccc3)CC2)n1	10%	6	4%	0%	0%	-5%	-1%	19%	-6%	0%	-5%
COc1ccc(CCC(=O)Nc2ccc(Cn3ccnc3)cc2)cc1	4%	18	-6%	-3%	-5%	11%	-6%	6%	4%	1%	-25%
Cc1n[nH]c(=S)n(NC(=O)/C=C/C(=O)Nn2c(=S)[nH]nc(C)c2=O)c1=O	-14%[10 µM]	3	3%	-7%	-6%	-12%	-2%	1%	-20%	-3%	11%
O=C(COC(=O)C1(c2ccccc2F)CCCC1)NC1CCS(=O)(=O)C1 (centres undefined)	9%	3	4%	-2%	-1%	-13%	-8%	-4%	0%	-6%	-11%
Cc1nnn(C23CC4CC(CC(C4)C2)C3)n1	1%	3	4%	.	.	-21%	.	.	.	.	1%
NC(=O)C1CCN(C(=O)CCNS(=O)(=O)c2cc(Br)cnc2N)CC1	2%	-1	1%	-3%	-1%	-1%	-5%	1%	1%	2%	21%
C/C(=N\NC(=O)c1cc(-c2ccc(C)s2)nc2ccccc12)c1cccnc1	?	1	0.95µM*	?	?	?	4%	11%	-6%	13%	55%
Cc1cc(OCCCn2ccnc2)cc(C)c1Cl	-5%	14	-1%	1%	-3%	?	-5%	-21%	-4%	-6%	-39%
CC(=O)c1cccc(NC(=O)NCc2ccco2)c1	?	26	-14%	-2%	-11%	20%	?	0%	-6%	3%	12%
Cc1cc2c(s1)c1cnn(CC(=O)NCCc3ccccc3)c(=O)c1n2C	-10%	-3	2%	-1%	-7%	2%	6%	-3%	1%	-2%	-8%
C=CCSc1nnc(NC(=O)c2ccc(NC(C)=O)cc2)s1	13%	15	?	20%	20%	14%	9%	25%	1%	9%	68%
CC1(C)CC(=O)C/C(=N/NC(=O)COc2ccc3ccccc3c2Br)C1	0%	1	0%	-7%	-1%	1%	-2%	-14%	0%	-5%	4%
O=C(Nc1ccon1)c1ccc(N2CCCCC2)c([N+](=O)[O-])c1	-9%	?	12µM*	2.8µM*	2µM*	-1%	22%	?	1%	16%	13µM*
CCOC(=O)C1(Cc2cccc(F)c2)CCN(Cc2ccon2)CC1	-5%	19	0%	-1%	-3%	1%	-1%	1%	0%	-3%	-19%
COC(=O)c1ccc(C(=O)Nc2ccc(F)cc2)cc1	.	?	12µM*	2.5µM*	?	.	?	?	-7%	14%	6%
COc1ccc(-n2c(Cc3cccn3C)nnc2SCC(=O)Nc2ccc(C(C)=O)cc2)cc1	-3%	-7	-1%	1%	8%	1%	-5%	-19%	-4%	-2%	-8%
CC(=O)NCC1CCCN(Cc2cn(-c3ccccc3F)nc2-c2cc(C)sc2C)C1 (centres undefined)	-5%	?	0%	-1%	0%	-18%	-2%	-9%	-9%	-1%	0%
O=C(CSc1nc(O)c(C2CCCCC2)c(=O)[nH]1)NCC1CCCO1 (centres undefined)	-9%	0	15µM*	-3%	10%	-28%	?	?	-2%	2%	8%
CNC(=O)c1[nH]cnc1C(=O)NCC(=O)OCc1ccccc1	0%	3	-2%	2%	0%	-28%	.	-5%	1%	4%	0%
